From PubChem BioAssay
UHRF1 binding = blocks human UHRF1 binding to methylated DNA; 370,000 compounds, 0.75% hits; inhibition, % at 4.4 µM; Q96T88; AID 687016; UHRF1 binding to methylated oligo, TR-FRET; in the data active = inhibition above about 21%;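 also: UHRF1 SRA domain binding a hemimethylated CpG hairpin DNA probe; 0% = median of test compound wells and 100% = reference inhibitor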
MBD2 DNA inh = inhibitors of human MBD2 binding to methylated oligonucleotide. Q9UBB5. TR-FRET. inhibition, % at 4.4 µM. 370,000 compounds, 0.31% hits. AID 686964; in the data active = inhibition above about 13%
Target sequence (Q9UBB5 whole entry, looked up): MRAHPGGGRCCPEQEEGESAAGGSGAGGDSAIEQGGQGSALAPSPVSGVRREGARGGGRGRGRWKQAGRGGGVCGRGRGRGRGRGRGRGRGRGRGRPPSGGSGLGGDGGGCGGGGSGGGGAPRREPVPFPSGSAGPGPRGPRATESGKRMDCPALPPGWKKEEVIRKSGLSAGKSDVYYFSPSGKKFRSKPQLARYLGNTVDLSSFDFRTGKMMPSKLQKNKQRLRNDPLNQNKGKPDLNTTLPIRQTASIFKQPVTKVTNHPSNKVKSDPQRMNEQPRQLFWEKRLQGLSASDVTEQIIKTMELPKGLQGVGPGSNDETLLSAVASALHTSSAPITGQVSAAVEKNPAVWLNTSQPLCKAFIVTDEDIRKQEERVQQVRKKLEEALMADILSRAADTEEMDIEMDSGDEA
PLCg1 inh = PLC-gamma1 (human) inhibition, primary screen; P19174; purified PLC-gamma1, fluorogenic substrate, fluorescence; 370,000 compounds, 0.84% hits; inhibition, % at 12.2 µM; AID 720700; in the data active = inhibition above about 9.5%
ARFGAP1 inhibitor = inhibitors of rat ARFGAP1. Q62848. Arfgap1-stimulated ARF1 GTP hydrolysis, GDP FP detection. inhibition, % at 16.5 µM. 360,000 compounds, 0.26% hits;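 active = inhibition above a per-plate limit, mean inhibition of low control wells plus 3 SD, cut at about 25% in these data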;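 also: 0% = DMSO wells with enzyme and 100% = wells lacking Arfgap1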
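Assay system: Rat Arfgap1 GAP domain (His6, aa 1-136), purified enzyme | Buffer or medium: HEPES 25 mM pH 7.5, NaCl 150 mM, MgCl2, DTT | Schedule: GTP hydrolysis reaction 2 h at 25 °C | Signal: FP of antibody-bound GDP Alexa 633 tracer, ex 620/em 688 nm | Measure: Percent inhibition of Arfgap1-stimulated GTP hydrolysis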
PLC-beta3 inh = PLC-beta3 (human) inhibition, primary screen. Q01970. 370,000 compounds, 0.18% hits. inhibition, % at 12.2 µM. AID 720704. Purified PLC-beta3, fluorogenic substrate, fluorescence; in the data active = inhibition above about 11%;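 also: 0% = median of compound wells on plate and 100% = full blocker control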
Tn7 DDE FP = DD(E)-Tn7 binding inhibition, primary FP screen. P02675. inhibition, % at 8.3 µM. FP displacement of FITC-Tn7 peptide from fibrin DD(E); 0% = median of compound wells per plate. 370,000 compounds, 0.13% hits;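 active = inhibition above the mean of compounds falling within the control limits plus 3 SD of them, cut at about 14% in these data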;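 also: 0% = plate median of compound wells and 100% = 10 µM Aha-Tn7 peptide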
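Measure: % inhibition scaled between sample-field median and high-control FP; Test system: human fibrin DD(E); Quantity: 2 µM final DD(E) protein; Doses: one dose, 8.3 µM nominal; Schedule: compound with protein 10 min, then 3 h after probe, room temperature; Detection: fluorescence polarization; Medium: Tris buffer with calcium and detergent, pH 7.8.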
proKLK7 act = activates the human kallikrein-7 zymogen; P49862; activation, % at 7 µM; AID 652039; purified proKLK7, EDANS-DABCYL substrate fluorescence; 100% is mature enzyme control, 0% vehicle; 370,000 compounds, 0.9% hits;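 active = activation above the mean of all tested compounds plus 3 SD, computed per campaign excluding outliers beyond control limits, cut at about 13% in these data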
ASAP1 GAP inh = blocks human ASAP1-stimulated Arf1 GTP hydrolysis; GDP FP detection; inhibition, % at 16.5 µM; 360,000 compounds, 0.19% hits; in the data active = inhibition above about 25%;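 also: 0% = vehicle with enzyme and substrate and 100% = no enzyme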
ADAM17 inh = inhibits human ADAM17; recombinant ADAM17, EDANS/DABCYL FRET peptide cleavage; P78536; inhibition, % at 6.95 µM; 370,000 compounds, 0.83% hits;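 active = inhibition above the mean of compounds lying between control limits plus 3 SD, set per campaign, cut at about 8.5% in these data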;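 also: 0% = DMSO-only wells as the low control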
Target sequence (P78536 215-824 limits assumed): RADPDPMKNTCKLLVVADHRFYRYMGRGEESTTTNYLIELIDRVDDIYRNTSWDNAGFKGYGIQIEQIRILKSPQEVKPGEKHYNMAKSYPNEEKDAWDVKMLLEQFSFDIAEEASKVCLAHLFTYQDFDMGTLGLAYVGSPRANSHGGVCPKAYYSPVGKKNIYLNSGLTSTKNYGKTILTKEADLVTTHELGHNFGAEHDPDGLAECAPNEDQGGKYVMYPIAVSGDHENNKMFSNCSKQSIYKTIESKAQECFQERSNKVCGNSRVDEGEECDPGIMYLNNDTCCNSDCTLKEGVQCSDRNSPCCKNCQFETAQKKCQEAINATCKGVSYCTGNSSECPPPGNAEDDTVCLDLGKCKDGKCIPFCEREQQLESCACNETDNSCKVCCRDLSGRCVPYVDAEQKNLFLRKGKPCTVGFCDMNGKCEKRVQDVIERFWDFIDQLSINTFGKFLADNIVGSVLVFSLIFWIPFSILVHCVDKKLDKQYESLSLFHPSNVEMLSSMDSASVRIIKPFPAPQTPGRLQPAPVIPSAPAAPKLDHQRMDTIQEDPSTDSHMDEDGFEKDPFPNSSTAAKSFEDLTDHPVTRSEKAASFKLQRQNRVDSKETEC
Tn6 DDE FP = DD(E)-Tn6 binding inhibition, primary FP screen | P02675 | Fibrin DD(E) TRITC-Tn6 fluorescence polarization displacement | inhibition, % at 8.3 µM | 370,000 compounds, 0.21% hits | AID 720509;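 active = inhibition above a per-campaign cutoff: mean of compounds within control limits plus 3 SD, cut at about 15% in these data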;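 also: 0% = median of all compound wells on the plate and 100% = blocking peptide control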
Numbers without * were called inactive; x = not tested or not shown.

canonical_smiles | UHRF1 binding | MBD2 DNA inh | PLCg1 inh | ARFGAP1 inhibitor | PLC-beta3 inh | Tn7 DDE FP | proKLK7 act | ASAP1 GAP inh | ADAM17 inh | Tn6 DDE FP
CC(C)OC(=O)c1cccnc1SCC(=O)N(C)c1ccccc1 | 0 | -2 | 0 | 3 | 3 | -5 | 0.2 | 15 | -2 | -1
CCOc1ccc(NS(=O)(=O)c2csc(C(N)=O)c2)cc1 | -1 | 0 | -2 | -13 | 2 | 2 | 0.7 | -3 | -1 | 10
Cc1cccc(C(=O)NNc2ncnc3c2cnn3C)c1 | -1 | 0 | 1 | 5 | -6 | -6 | -0.2 | 0 | -2 | 1
Cc1nn(-c2ccccc2)c(N2CCCC2)c1/C=N/NC(=O)C1CC1 | 2 | 6 | 12* | 4 | -6 | 6 | -0.4 | 3 | -2 | -3
CCOC(=O)C1CCCN(CC(O)COCc2ccccc2OC)C1 (stereo not given) | -3 | -1 | 0 | 3 | -11 | 8 | -0.3 | 1 | -2 | -2
COCCNC(=O)/C(=C/c1ccccc1Cl)c1ccccc1 | -2 | -1 | 5 | 7 | 3 | -2 | 0.2 | 10 | 1 | 6
S=c1[nH]nc(-c2ccc(Cl)cc2)n1-c1ccc(Cl)cc1 | -1 | -5 | 3 | 0 | -6 | -7 | -1.1 | -2 | 1 | 4
COc1ccc(S(N)(=O)=O)cc1C(=O)NNC(=O)CN(C)S(=O)(=O)c1ccc(Cl)cc1 | -2 | 0 | 0 | -7 | -9 | 11 | -0.4 | -8 | -6 | -1
O=C(NCc1ccccc1)C1=C[C@H](c2ccc3c(c2)OCO3)C[C@H](OCCCCO)O1 | -2 | 2 | -26 | -2 | -31 | -4 | 0.4 | 14 | -6 | 2
COc1cccc(CNC(=O)C2CCN(c3cnccn3)CC2)c1 | -3 | -5 | -22 | -5 | -27 | 3 | 1.6 | -4 | -11 | 13
COC(=O)c1sc(C(=O)OC)c(C(=O)OC)c1C(=O)OC | -2 | 0 | -2 | 7 | -2 | -1 | -0.7 | 8 | -1 | -1
O=C(CN1C(=O)CSc2ncccc21)Nc1cccc(Cl)c1 | 0 | -4 | -4 | -3 | -7 | 2 | -0.1 | 9 | 0 | -1
CN(C(=O)CSc1nnc(Cc2ccccc2F)n1N)C1CCCCC1 | 0 | 0 | 2 | 4 | 2 | -6 | -0.6 | 2 | -1 | 5
CC(=O)c1coc2ccc(OCCN3CCCCC3)cc12 | 0 | 0 | -1 | -9 | -1 | -6 | 0.3 | -4 | -3 | 5
COc1nc(=O)n(C2C=CC(=O)O2)cc1F (stereo not given) | 2 | 1 | 2 | 9 | 3 | -3 | 0.9 | 12 | 1 | -1
COc1ccc(Oc2nc(C)cc(C)c2C#N)cc1 | 1 | 5 | -6 | 2 | -3 | 9 | 0.1 | -5 | -3 | -4

Random excerpt: 3 entries already listed.
canonical_smiles | UHRF1 binding | MBD2 DNA inh | PLCg1 inh | ARFGAP1 inhibitor | PLC-beta3 inh | Tn7 DDE FP | proKLK7 act | ASAP1 GAP inh | ADAM17 inh | Tn6 DDE FP
O=C(NCc1ccccc1)C1=C[C@H](c2ccc3c(c2)OCO3)C[C@H](OCCCCO)O1 | -2 | 2 | -26 | -2 | -31 | -4 | 0.4 | 14 | -6 | 2
COc1nc(=O)n(C2C=CC(=O)O2)cc1F (stereo not given) | 2 | 1 | 2 | 9 | 3 | -3 | 0.9 | 12 | 1 | -1
O=C(CN1C(=O)CSc2ncccc21)Nc1cccc(Cl)c1 | 0 | -4 | -4 | -3 | -7 | 2 | -0.1 | 9 | 0 | -1

(continued)
canonical_smiles | UHRF1 binding | MBD2 DNA inh | PLCg1 inh | ARFGAP1 inhibitor | PLC-beta3 inh | Tn7 DDE FP | proKLK7 act | ASAP1 GAP inh | ADAM17 inh | Tn6 DDE FP
COc1ccc(C2C3=C(N=C4SCC(=O)N42)c2ccccc2CC3)cc1 (stereo not given) | -3 | -2 | -8 | 5 | -10 | 6 | -1.1 | -10 | -7 | 2
CC(=O)c1ccc(NC(=O)c2sc3nc(N4CCOCC4)c4c(c3c2N)CCCC4)cc1 | -5 | -1 | -15 | 13 | -26 | 5 | 0.0 | 2 | -6 | -6
CC(C)=CC1C=C(C)C(C)C2C(=O)NNC(=O)C12 (stereo not given) | -1 | -4 | 3 | 9 | 6 | 2 | 0.3 | -1 | -1 | 2
O=c1c(=Nc2ccccc2O)c(=O)c2ccccc12 | -10 | -10 | -1 | 9 | -2 | 8 | 0.9 | 28* | -3 | 2
CC(NC(=O)CC(c1ccccc1)c1cc(Cl)ccc1O)c1ccccc1 (stereo not given) | 1 | 4 | -1 | -11 | 0 | 11 | 0.3 | 10 | 6 | -4
CCCCN(CC)CCCNC(=O)c1ccc(CSc2nc3ccncc3[nH]2)cc1 | -3 | -3 | 2 | 8 | 2 | 3 | 0.1 | 0 | -3 | -1
O=C(NCCN1CCN(C(=O)Nc2ccccc2)CC1)Nc1ccccc1 | 4 | 4 | 0 | 0 | -3 | 7 | -0.7 | 7 | -3 | -8
CCCC12CN3CC(C)(CN(C1)C3c1ccco1)C2=O (stereo not given) | 7 | -3 | 0 | 2 | 3 | 3 | -0.1 | 4 | -1 | -5
COC(=O)Cc1ccc(NC(=O)c2ccccc2Cl)cc1 | -4 | -6 | -1 | 9 | 1 | 3 | -0.1 | -12 | 1 | 0
COC1=C[C@H](C(=O)NCc2ccccc2)[C@H](C)[C@@H](c2ccccc2)CC1=O | 1 | 0 | -2 | x | -2 | 1 | -0.4 | x | 2 | -4
CCOC(=O)c1c[nH]c(=O)c(Br)c1O | -2 | -3 | -3 | 6 | 3 | 1 | 0.4 | -4 | -4 | 0
Cc1ccc(-n2c(SCC(=O)N3CCOCC3)nc(O)cc2=O)cc1 | 2 | 3 | 4 | -10 | -9 | 8 | -0.1 | 2 | -2 | -1
CC1CC(C)CN(c2oc(-c3ccccc3Cl)nc2C#N)C1 (stereo not given) | -1 | 0 | 1 | 8 | 2 | -6 | -1.0 | 1 | -4 | 2
O=C(CSc1nnc(-c2ccncc2)o1)Nc1ccc(F)c(F)c1 | 3 | 0 | -3 | 0 | -10 | 2 | -0.2 | -6 | -3 | 2
Cc1cccc(C(=O)NC2CCN(S(=O)(=O)c3ccccc3)CC2)c1 | -2 | 0 | 1 | -2 | -7 | 2 | -0.5 | 3 | -6 | 0
CCOc1ccc(NC(=O)N2CCC(NC(=O)C(Cc3ccccc3OC)NC(C)=O)CC2)cc1 (stereo not given) | -2 | 4 | -1 | -9 | -4 | 4 | 0.2 | 5 | -1 | 0
Cc1nc([N+](=O)[O-])cn1C(C)C | -1 | -1 | 0 | -1 | 0 | -1 | 0.0 | 1 | -2 | 0
C(=C\c1nccc2c1[nH]c1ccccc12)/c1ccccc1 | -2 | -2 | -247 | 13 | -395 | -5 | -20 | 16 | -146 | -3
C[C@@H](OC(=O)N1CCCCC1)[C@H]1O[C@]2(C)CCCC[C@H]1O2 | 8 | 2 | 11* | -4 | 7 | -4 | -0.2 | 16 | 9.4* | -9
O=C1CCc2cc(S(=O)(=O)NCCC(=O)NC3CCCCC3)ccc2N1 | 2 | 1 | -3 | -10 | -6 | -2 | 0.3 | -7 | -2 | 6
COc1ccc2sc(C)nc2c1NC(C)=O | -1 | -1 | 12* | 1 | 5 | -7 | -0.7 | 1 | 3 | 6
CCCCNC(=O)N(O)C1N(/N=C/c2ccccc2F)C(=S)SC1(C)C (stereo not given) | 3 | 1 | 4 | 4 | 0 | 4 | 0.4 | -2 | 1 | -7
COc1cccc(S(=O)(=O)NCC(=O)N2CCCCCC2)c1 | -1 | 2 | 4 | 13 | -1 | -6 | -0.3 | 6 | 0 | -11
O=C(c1ccccc1)C1CCN(C(=O)Nc2ccccc2)CC1 | 0 | 1 | 0 | -2 | -9 | 6 | 0.5 | -18 | -3 | 3
CN1CCN(NC(=O)Nc2cc(Cl)cc(Cl)c2)CC1 | 1 | 0 | 2 | 2 | -4 | 2 | 0.3 | -2 | -4 | -2
O=C(OCc1nnc(-c2cccs2)o1)C1=NN(c2ccccc2)C(=O)CC1 | -1 | 3 | -2 | -3 | -11 | 3 | 0.5 | -7 | -4 | 1
COC(=O)Nc1ccc(S(=O)(=O)NC2CCCCC2)cc1 | 2 | -6 | 4 | 9 | -4 | -6 | 1.1 | 4 | 0 | -6
CN(C)c1nc2c(c(=O)[nH]c(=O)n2C)n1Cc1ccc(F)cc1 | -1 | -3 | 0 | 5 | 4 | 1 | 0.2 | -5 | 2 | -3
O=C(OCc1ccccc1)N1CCC2CC1c1cc(-c3ccccc3)ccc12 (stereo not given) | -3 | 0 | -2 | 1 | -2 | 4 | -0.3 | -6 | -5 | -4
CCCC(=O)NC(=S)Nc1ccc(NC(=O)c2cccs2)cc1 | 0 | 0 | 5 | 9 | 5 | -2 | -0.2 | 11 | -1 | 2
O=C(OCc1nnc(-c2ccccc2)o1)c1ccc([N+](=O)[O-])s1 | 7 | 6 | 2 | 5 | -4 | 0 | 0.6 | -4 | 3 | 4
Cc1ccc(N(C(=O)Cn2nnc(-c3cccs3)n2)C(C(=O)NC2CCCC2)c2ccncc2)cc1 (stereo not given) | 2 | -2 | 4 | 7 | 5 | -8 | 0.1 | 4 | 3 | -4
CCOc1nc(CC(C)C)c2c(c1C#N)CC(C)(C)OC2 | 0 | -2 | -1 | -10 | -4 | 5 | 0.4 | -5 | -3 | 2
Cc1cc(C)c(S(=O)(=O)Nc2ccccc2C(=O)N2CCOCC2)c(C)c1 | -2 | -5 | 1 | -1 | -7 | -8 | -0.4 | -4 | -1 | -6
COc1ccccc1NC(=O)CCCCCN1C(=O)c2cccc([N+](=O)[O-])c2C1=O | -1 | -1 | 0 | 0 | -6 | 0 | 0.5 | 10 | -2 | 6
Cc1ccc(C(=O)CCC(=O)OCC(=O)Nc2cc(S(=O)(=O)N(C)C)ccc2C)cc1 | 0 | 2 | 0 | 1 | -5 | -9 | -0.1 | 6 | -2 | -2
COc1cc2c(cc1OC)C1C(C(=O)Nc3ccccc3N3CCN(C)CC3)c3ccccc3C(=O)N1CC2 (stereo not given) | 2 | 0 | 0 | 2 | -7 | 0 | 0.7 | 1 | -6 | 4
COc1ccc(NC(=O)c2cc(C)no2)cc1Cl | -4 | 0 | -1 | 5 | -2 | 0 | 0.2 | -7 | 1 | 5
Cc1ccc2[nH]c3c(c2c1)CN(C(=O)CN1CCN(c2cccc(C)c2C)CC1)CC3 | -2 | -2 | -193 | 16 | -202 | -1 | -4.0 | 13 | -5 | -9
O=C(NCc1ccc(F)cc1)C1Cc2ccccc2CN1C(=O)c1ccco1 (stereo not given) | -3 | -1 | -1 | 7 | 1 | -5 | 0.3 | 0 | -3 | 3
CSCC[C@@H](C(=O)NCc1cccs1)N1Cc2ccccc2C1=O | 1 | 0 | 1 | 1 | 1 | 3 | 0.3 | 4 | -2 | 6

Outcome played no part in choosing rows (roughly 4.1% active in at least one column).
